Source: PubChem
FAK blocker = FAK kinase inhibitors, primary screen, biochemical | biochemical FAK kinase activity assay | actives 0.84% (n = 97,000) | inhibition, %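 (tested at 7 µM)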 | Focal adhesion kinase 1 (Homo sapiens), Q05397; in the data active = inhibition above about 19%;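 also: 0% = DMSO and 100% = reference compound high control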
EphB4 antag = EphB4-ephrin-B2 interaction antagonists, primary screen, biochemical, TNYL-RAW peptide probe, fluorescence polarization | actives 0.15% (n = 97,000) | inhibition, % at 7 µM | AID 720, 2007 | EphB4 LBD / TNYL-RAW-Alexa532 peptide;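 active = inhibition above the screen-wide mean inhibition plus 3 SD, cut at about 15% in these data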;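 also: 0% = DMSO wells and 100% = excess unlabeled TNYL-RAW peptide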
LYP inh 2 = PTPN22 phosphatase inhibitors, primary screen, biochemical, DiFMUP fluorescence, 2 µM; inhibition, % at 2 µM; recombinant LYP catalytic domain; actives 0.21% (n = 96,000); AID 640, 2007;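 active = inhibition at 2 µM at or above a set limit, the screen mean plus 3 SD, cut at about 24% in these data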;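 also: 0% = DMSO with enzyme and 100% = enzyme fully blocked by orthovanadate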
S1P2 agonist = S1P2 receptor agonists, primary screen, cell-based | Sphingosine 1-phosphate receptor 2 (Homo sapiens), O95136 | S1P2-expressing cell line, agonist reporter read-out | activation, % at 4.5 µM | actives 0.46% (n = 97,000); in the data active = activation above about 16%;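 also: 0% = vehicle low control and 100% = maximal reference agonist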
Target sequence (O95136 whole entry, looked up): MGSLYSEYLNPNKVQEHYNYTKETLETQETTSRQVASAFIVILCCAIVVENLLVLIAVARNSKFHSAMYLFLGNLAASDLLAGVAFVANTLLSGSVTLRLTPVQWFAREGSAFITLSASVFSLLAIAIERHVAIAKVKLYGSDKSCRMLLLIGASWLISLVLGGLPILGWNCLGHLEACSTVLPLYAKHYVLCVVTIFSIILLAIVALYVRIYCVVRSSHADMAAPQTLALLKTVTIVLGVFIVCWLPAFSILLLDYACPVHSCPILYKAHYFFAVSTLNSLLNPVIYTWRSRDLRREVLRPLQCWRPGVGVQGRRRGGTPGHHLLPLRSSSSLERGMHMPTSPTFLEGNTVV
PostGolgi yeast = phenotypic screen on post-Golgi transport, primary screen. post-Golgi transport phenotypic cell assay. inhibition, % at 10 µM. actives 0.9% (n = 98,000). AID 739, 2007;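 also: yeast cells grown in 1536-well plates; yeast grown about 18 h at 30C before absorbance read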
PostGolgi ctrl = growth inhibition of yeast control strain, primary screen, counter-screen for post-Golgi transport modulator project; efflux-deficient yeast background strain, growth absorbance A615, 16 h; actives 5% (n = 98,000); inhibition, % at 10 µM; AID 738, 2007
PTPN22 act = LYP phosphatase activators, primary screen, biochemical, DiFMUP fluorescence, 2 µM; recombinant LYP; 0 = plate median, 100 = signal doubled; activation, % at 2 µM; actives 0.11% (n = 96,000);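 active = activation at 2 µM above a set limit, the mean plus 5 SD, cut at about 37% in these data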
Rev-RRE block = HIV-1 Rev-RRE binding inhibitors, primary screen, biochemical, FRET, protein-RNA interaction | actives 0.79% (n = 97,000) | Rev peptide-RRE RNA binding | P05866 | inhibition, % at 8 µM | AID 704, 2007;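 active = inhibition above the screen-wide mean plus 3 SD, cut at about 35% in these data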;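 also: 0% = median DMSO wells and 100% = median Neomycin B control wells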
Target sequence (P05866 whole entry, looked up): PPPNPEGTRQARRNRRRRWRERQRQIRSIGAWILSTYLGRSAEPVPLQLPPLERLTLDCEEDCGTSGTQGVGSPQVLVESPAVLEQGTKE
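Test system: Cy5-tagged RRE RNA duplex with fluorescein-tagged Rev peptide; Probe or stimulus: labelled Rev peptide; Schedule: 5 min preincubation and 15 min binding, 25 °C; Signal: FRET fluorescence readout; Evaluation: % inhibition from 671/540 nm acceptor-to-donor ratio, scaled between controls; Control set: DMSO and neomycin B.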
S1P2 antag = human S1P2 receptor antagonists, primary screen, cell-based | Sphingosine 1-phosphate receptor 2 (Homo sapiens), O95136 | cell-based S1P2 antagonist assay, inhibition at 5 uM | inhibition, % at 5 µM | actives 0.21% (n = 97,000) | AID 736, 2007; in the data active = inhibition above about 45%;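 also: CRE beta-lactamase reporter cells expressing human S1P2 stimulated with S1P; 0% = agonist at EC80 alone and 100% = agonist plus reference antagonist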
The depositor's hits bear a star; · = no result given. Rule as the data show it, unless noted: active = inhibition above about 30%; inactive = the rest.

structure	FAK blocker	EphB4 antag	LYP inh 2	S1P2 agonist	PostGolgi yeast	PostGolgi ctrl	PTPN22 act	Rev-RRE block	S1P2 antag
Cc1ccnc(NC(=O)c2cccc(NC(=O)COc3ccccc3)c2)c1	7	-5	0	-10	-15	-5	3	1	7
CCCOc1ccc(/C=c2\sc3nc(-c4ccco4)nn3c2=O)cc1OCC	3	-2	1	-2	-4	4	-4	8	5
CCOC(=O)c1[nH]c(=O)[nH]c1COC(=O)c1cc2ccccc2o1	-1	6	-1	-1	4	12	-4	4	8
O=S(=O)(NCC1CCCO1)c1ccc(S(=O)(=O)N(Cc2ccccc2F)C2CCCCC2)cc1 (stereo not drawn)	-1	-1	-2	-7	·	·	2	5	2
Cn1c(SCCC(=O)O)nnc1-c1ccncc1	3	-2	-5	-1	·	·	3	1	-13
O=C(CSc1nnc(-c2cccnc2)n1Cc1ccco1)c1ccc(Cl)cc1	1	-2	0	0	6	5	0	1	-3
CCN(CC)C(=O)c1sc(NC(=O)Cc2ccc(OC)cc2)c(C#N)c1C	0	-1	4	-7	1	10	-1	7	-10
Cc1c(C)c2ccc(OCc3ccc(C(=O)O)o3)c(C)c2oc1=O	-2	1	4	-5	3	11	-4	6	16
Cc1nc2ncccn2c1-c1csc(NCc2ccco2)n1	2	-3	13	1	4	5	-13	4	-15
Cc1ccc(-c2nnc(SCC#CCOC(=O)c3cccs3)o2)cc1	1	0	0	-4	-11	36*	0	15	6
CCOCCCn1c(SCC(=O)NC(C)(C)C)nc2ccccc2c1=O	-2	2	9	1	3	7	-11	-5	-5
CSCCC(NC(=O)c1ccccc1)C(=O)NC1CC1 (stereo not drawn)	-2	4	7	-6	·	·	-10	6	7
CCCC(=O)Nc1c2c(nn1-c1ccc(OC)cc1)CS(=O)C2 (stereo not drawn)	-2	-3	-1	-3	-1	2	-2	7	-1
COc1cc(C(=O)Nc2cccc(-c3nc4cc(C)cc(C)c4o3)c2)cc(OC)c1OC	6	1	4	-1	17	-6	-3	5	18
O=C(CSc1ncn[nH]1)N1N=C2/C(=C/c3ccco3)CCCC2C1c1ccco1 (stereo not drawn)	2	-1	9	-8	-2	9	-8	6	13

Taken from the entries so far, 2 compounds:
structure	FAK blocker	EphB4 antag	LYP inh 2	S1P2 agonist	PostGolgi yeast	PostGolgi ctrl	PTPN22 act	Rev-RRE block	S1P2 antag
Cc1ccnc(NC(=O)c2cccc(NC(=O)COc3ccccc3)c2)c1	7	-5	0	-10	-15	-5	3	1	7
CCCOc1ccc(/C=c2\sc3nc(-c4ccco4)nn3c2=O)cc1OCC	3	-2	1	-2	-4	4	-4	8	5

(next part)
structure	FAK blocker	EphB4 antag	LYP inh 2	S1P2 agonist	PostGolgi yeast	PostGolgi ctrl	PTPN22 act	Rev-RRE block	S1P2 antag
CCOC(=O)C1=C(N)OC2=C(C(=O)CC(C)(C)C2)C1C1CCCCC1 (stereo not drawn)	6	0	8	-2	4	21	-9	4	4
C(=N\Nc1nc2ccccc2s1)/c1cccs1	2	4	-6	-9	-7	31*	12	-1	-8
CCN(CC)C(=O)Cn1nc(C)c2ccccc2c1=O	-4	-7	1	-3	23	-9	1	11	5
CC(C)c1nnc(NC(=O)c2sc3ccccc3c2Cl)s1	-3	-8	-4	1	12	34*	6	3	11
O=C(NCCN1CCOCC1)c1ccc2c(c1)N(Cc1ccccc1)C(=O)CS2	-1	-2	5	-5	-18	1	-9	5	3
CC/C(=N/Nc1ccccc1)c1cnnc(SC)n1	1	3	0	-2	-35	12	4	8	-7
COc1ccc(Cn2cccc(NC(=O)Nc3cccc(C#N)c3)c2=O)cc1	-7	-1	-6	-4	1	-2	8	-6	5
Cc1ccc(C(=O)O)cc1S(=O)(=O)NCC1CCCO1 (stereo not drawn)	-11	14	4	-7	15	5	-1	-1	22
CC(=O)N1CCc2cc(S(=O)(=O)NC(CC(C)C)C(=O)N3CCn4c3nc3ccccc34)ccc21 (stereo not drawn)	0	-6	-6	-2	3	9	5	10	-3
CC1(C)Cc2c(c(-c3ccccc3Cl)[nH]c(=O)c2C#N)CO1	0	-6	-2	-3	6	5	-1	2	-8
CCN(CCCNC(=O)CN(C)S(=O)(=O)c1ccc2c(c1)CCC(=O)N2)c1cccc(C)c1	-2	-3	-6	-4	-5	24	2	-3	-7
CC(/C=N/n1c(-c2ccccc2)n[nH]c1=S)=C\c1ccco1	1	-6	21	-5	3	18	-16	-1	1
Cc1cc(Br)ccc1NC(=O)CCSc1ccccc1	-1	-6	-4	-4	0	14	9	6	-6
COc1ccc(-c2ccc(=O)n(CC(=O)N3CCN(c4ccccc4OC)CC3)n2)cc1	3	4	5	-6	·	·	-8	5	14
Nc1ccccc1S(=O)(=O)c1ccccc1N	0	-5	-1	-15	2	5	-2	5	-6

(further entries)
Sequence of screens – FAK blocker	EphB4 antag	LYP inh 2	S1P2 agonist	PostGolgi yeast	PostGolgi ctrl	PTPN22 act	Rev-RRE block	S1P2 antag
COc1ccccc1-c1nc(-c2ccc(Br)o2)no1
 : 2	-1	4	-7	-14	5	-6	8	4
CCOC(=O)c1ccc(NC(=O)C(=O)NCC2CCCO2)cc1 (stereo not drawn)
 : -5	-4	-9	-6	2	2	12	-2	0
Cc1c(/C=C/C(=O)c2cccs2)cnn1C
 : 0	-5	-8	-7	·	·	8	3	-28
COCCNC(=O)CN1CCN(Cc2cccc(Cl)c2)C1=O
 : 3	3	0	-4	9	-2	-2	7	14
COc1ccc(NC(=O)CN2CCN(C3c4ccccc4-c4ccccc43)CC2)c(OC)c1
 : -2	3	13	-4	3	68*	-13	-5	10
COc1ccc(-n2c(SC(CN3CCCCC3)CN3CCCC3=O)nc3ccccc3c2=O)cc1 (stereo not drawn)
 : 3	0	-4	-6	0	31*	10	0	22
CCCCCn1c(SCC(=O)OCC)nc2cc(C(=O)N3CCC(C(N)=O)CC3)ccc2c1=O
 : 11	1	3	-2	4	10	-1	4	14
COc1cccc(OCc2nnc(SCC(=O)NCc3ccco3)n2C)c1
 : -6	-8	15	-2	3	21	-14	-2	-61
Cc1ccc(NC(=O)Cn2nnc(-c3ccccc3NC(=O)c3cccs3)n2)cc1
 : 1	-1	-6	-9	-4	14	5	4	-3
CCC1CCCCN1C(=O)CN1C(=O)CSC1=O (stereo not drawn)
 : -4	3	9	-3	-3	0	-7	14	-16

Quoted from the listing:
COCCNC(=O)CN1CCN(Cc2cccc(Cl)c2)C1=O | S1P2 antag: 14
COc1cccc(OCc2nnc(SCC(=O)NCc3ccco3)n2C)c1 | PTPN22 act: -14
Cc1ccc(NC(=O)Cn2nnc(-c3ccccc3NC(=O)c3cccs3)n2)cc1 | PostGolgi ctrl: 14

Additional compounds follow:
Sequence of screens – FAK blocker	EphB4 antag	LYP inh 2	S1P2 agonist	PostGolgi yeast	PostGolgi ctrl	PTPN22 act	Rev-RRE block	S1P2 antag
Cc1cccc(-c2cc3nc(-c4ccccc4)cc(N4CCC5(CC4)OCCO5)n3n2)c1
 : 1	-4	2	2	·	·	-3	-2	-25
CC(C)C(=O)Nc1ccc(Sc2ccc(F)cc2)cc1
 : 1	1	0	-4	0	19	4	-2	11
CC1C=CCC2C(=O)N(c3cccc(C(=O)N4CCN(c5ccc(F)cc5)CC4)c3)C(=O)C12 (stereo not drawn)
 : -2	-8	-5	-4	-1	13	3	-1	4
O=C(Nc1ccccc1)NC1(C(=O)N2CCN(c3ncccn3)CC2)CCCCC1
 : -1	3	-1	-4	4	1	0	7	14
CC(=O)N1C(C(=O)O)CSC1c1ccc(C)cc1 (stereo not drawn)
 : ·	·	5	·	-7	-4	-7	·	·
CN1CCN(C(=O)CCn2nc(-c3ccccc3)c3ccccc3c2=O)CC1
 : 2	-12	-10	-2	-6	8	10	3	-12
Oc1c(C(c2ccco2)N2CCC3(CC2)OCCO3)sc2ncnn12 (stereo not drawn)
 : 5	1	-5	-5	3	0	4	0	-13
O=C1Nc2cc(Cl)ccc2C1(N1CCNCC1)C(F)(F)F (stereo not drawn)
 : 0	-1	-4	-14	-5	2	5	4	14
Cc1nn(-c2ccc(F)cc2)c2c1cc(C#N)c1nc3ccccc3n12
 : -3	-8	-25	-7	8	4	27	-2	-17
CCN1C(=O)c2ccc(C(=O)NCc3ccccc3)cc2C1=O
 : -1	-4	-1	-4	42*	3	0	0	5
CCOc1ccc(C(=O)N2CCCN(C(=O)c3ccc(OCC)cc3)CC2)cc1
 : 2	-3	1	-6	-8	-1	0	4	1
CCc1cc(=O)oc2cc(OCc3nn[nH]n3)ccc12
 : -5	1	-7	-5	-2	3	6	2	15
CCCCN(CCCC)S(=O)(=O)c1ccc2oc(C(=O)N3CCOCC3)c(C)c2c1
 : -4	-1	6	-5	0	15	-7	-6	-15
O=C(CCCn1c(=O)c2sccc2n(CC(=O)OCc2ccccc2)c1=O)NCc1ccco1
 : 3	-8	9	-4	-16	4	-10	8	20
Cc1cc(Oc2ccccc2)nc(SCC(=O)Nc2ccc(Cl)cc2Cl)n1
 : 2	0	3	-4	-8	29	-1	1	-33
Cc1ccc(NC(=O)COc2ccccc2CNC(C)(C)CC(C)(C)C)cc1
 : 1	0	1	-5	-4	26	-2	18	18
CCOC(=O)C1CCCN(C(=O)c2sc3nc(C)nc(N4CCOCC4)c3c2C)C1 (stereo not drawn)
 : 2	7	-3	-8	-10	-2	0	5	-7
Cc1ccc(-n2nnnc2-c2cnc3ccc(Cl)cc3c2-c2ccccc2)cc1
 : 6	0	-16	-3	1	29	18	6	9
O=C(CCCOc1ccc(Cl)cc1Cl)N1CCCc2ccccc21
 : 0	0	3	0	-7	48*	-4	5	-14
CCOC(=O)Cc1c[nH]c2ccccc12
 : -2	-7	-11	-8	0	4	10	8	13
CC(C)COC(=S)Nc1ccccc1
 : 3	2	0	0	-9	2	1	1	-22

Given with each value named: part of the list above
> O=C(CCCn1c(=O)c2sccc2n(CC(=O)OCc2ccccc2)c1=O)NCc1ccco1
  FAK blocker: 3 | EphB4 antag: -8 | LYP inh 2: 9 | S1P2 agonist: -4 | PostGolgi yeast: -16 | PostGolgi ctrl: 4 | PTPN22 act: -10 | Rev-RRE block: 8 | S1P2 antag: 20
> Cc1cc(Oc2ccccc2)nc(SCC(=O)Nc2ccc(Cl)cc2Cl)n1
  FAK blocker: 2 | EphB4 antag: 0 | LYP inh 2: 3 | S1P2 agonist: -4 | PostGolgi yeast: -8 | PostGolgi ctrl: 29 | PTPN22 act: -1 | Rev-RRE block: 1 | S1P2 antag: -33
> Cc1ccc(NC(=O)COc2ccccc2CNC(C)(C)CC(C)(C)C)cc1
  FAK blocker: 1 | EphB4 antag: 0 | LYP inh 2: 1 | S1P2 agonist: -5 | PostGolgi yeast: -4 | PostGolgi ctrl: 26 | PTPN22 act: -2 | Rev-RRE block: 18 | S1P2 antag: 18
> CCOC(=O)C1CCCN(C(=O)c2sc3nc(C)nc(N4CCOCC4)c3c2C)C1 (stereo not drawn)
  FAK blocker: 2 | EphB4 antag: 7 | LYP inh 2: -3 | S1P2 agonist: -8 | PostGolgi yeast: -10 | PostGolgi ctrl: -2 | PTPN22 act: 0 | Rev-RRE block: 5 | S1P2 antag: -7
